D1 ag: activates the human D1 dopamine receptor | P21728 | HEK293 T-REx D1 cells, calcium flux, agonist mode | activation, % at 2 µM | 360,000 tested, 1% active; in the data active = activation above about 30%; also: 0% is about no effect
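Tetracycline-induced HEK293 TREx D1 cells, force-coupled to calcium signalling, were dye-loaded with a no-wash calcium kit. Compound was pin-added after a 10 s baseline. Fluorescence was read kinetically at 1 cycle/s for 180 s, with calcium rises flagged as agonism.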
Vif-APOBEC3F blk: blocks the Vif interaction with APOBEC3F. HeLa A3F-eYFP + Vif (tagged APOBEC3F with the HIV-1 protein that degrades it), YFP fluorescence increase. Potency, µM (titrated, usually from 46.1 µM), without a hit: at the top dose activity, negative = active. 390,000 tested, 0.2% active; also: potency is read from the fitted curve at half-maximal effect; % of control where 0% means no effect; nearly all actives have a fitted effect of over 65% in size
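Fluorescence increase (Ex 488/Em 500-530) after overnight compound treatment at 37 deg C flags inhibition of Vif-driven A3F-eYFP loss in stable HeLa A3F-eYFP/Vif cells seeded overnight beforehand.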
D1 PAM: human D1 dopamine receptor positive modulation; P21728; HEK293 TREx D1 cells, calcium flux, dopamine EC20 potentiation; potentiation, % at 10 µM; 360,000 tested, 0.036% active; AID 504651; in the data active = potentiation above about 30%; also: 0% is about no effect
RXFP1 antag: RXFP1 (human) relaxin receptor antagonism; AID 1259400; 350,000 tested, 0.59% active; HEK293-RXFP1, relaxin-stimulated cAMP HTRF, 30 min; hits give low values; activity change, negative = inhibition, % at 57.5 µM;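 active = activity change of -60% or lower, but not beyond a set lower limit; inconclusive = change between -60% and -40%, or beyond the set limit; inactive = change above -40%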; also: % is scaled to controls: 0 for no effect and ±100 for the full control effect
Target sequence (Q9HBX9 whole entry, looked up): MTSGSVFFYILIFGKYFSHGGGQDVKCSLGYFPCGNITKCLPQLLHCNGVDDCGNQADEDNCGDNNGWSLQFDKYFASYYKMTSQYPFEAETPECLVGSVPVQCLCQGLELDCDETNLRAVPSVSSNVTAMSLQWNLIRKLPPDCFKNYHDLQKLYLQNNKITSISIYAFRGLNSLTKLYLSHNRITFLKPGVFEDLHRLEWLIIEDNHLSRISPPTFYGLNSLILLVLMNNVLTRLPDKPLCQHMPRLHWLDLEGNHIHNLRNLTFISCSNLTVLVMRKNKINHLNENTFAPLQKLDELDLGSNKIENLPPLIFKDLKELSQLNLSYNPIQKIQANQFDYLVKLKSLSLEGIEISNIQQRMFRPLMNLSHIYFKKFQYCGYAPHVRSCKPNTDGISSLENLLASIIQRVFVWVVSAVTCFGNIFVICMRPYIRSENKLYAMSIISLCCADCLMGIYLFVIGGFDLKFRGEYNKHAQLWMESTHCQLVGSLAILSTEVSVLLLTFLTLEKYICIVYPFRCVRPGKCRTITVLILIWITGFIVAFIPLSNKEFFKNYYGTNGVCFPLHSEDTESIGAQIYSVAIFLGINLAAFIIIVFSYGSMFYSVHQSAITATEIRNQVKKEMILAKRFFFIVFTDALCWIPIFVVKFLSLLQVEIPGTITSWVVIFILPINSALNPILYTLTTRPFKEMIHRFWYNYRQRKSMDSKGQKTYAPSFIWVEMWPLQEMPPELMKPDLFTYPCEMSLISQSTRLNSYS
Glioma ERSR ind: induces the endoplasmic reticulum stress response in human glioma cells. Potency, µM, for inactives: at the highest dose activation, usual class: activators. 420,000 tested, 0.02% active. U87-MG GRP78 promoter luciferase reporter, 16 h; also: potency is read from the fitted curve at half-maximal effect; series mostly up to about 76 µM; % of control where 0% means no effect; nearly all actives have a fitted effect of over 35% in size
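Stably transfected U87-MG glioma cells carrying a GRP78-based luciferase sensor; 16 h compound incubation. Luminescence end-point read 10 min after Bright-Glo addition at room temperature.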
D1 antagonist: antagonists of human D1 dopamine receptor | HEK293 TREx D1 cells, calcium flux, dopamine EC80; hits give low values | activity change, negative = inhibition, % at 10 µM | 360,000 tested, 3.2% active | AID 504652; in the data active = activity change below about -30%; also: % is scaled to controls: 0 for no effect and ±100 for the full control effect
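Inducible Hek293 Trex D1 cells (tetracycline, overnight, 30 C). Calcium dye 30–90 min RT. Antagonist mode: EC80 dopamine added after 180 s compound read.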
D2 PAM: positively modulates the human D2 dopamine receptor allosterically | AID 485347 | P14416 | potentiation, % at 10 µM | 340,000 tested, 0.34% active | HEK293 T-REx D2, calcium flux, EC20 dopamine potentiation;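 active = potentiation over 3 SD above the plate norm, cut at about 30% in these data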; also: 0% is about no effect
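Cells plated with tetracycline inducer and held overnight at 30 C; calcium dye loaded 30–90 min at room temperature; baseline taken, compound added and read 180 s; EC20 dopamine then added and read 180 s.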
RXFP1 ag: agonists of human relaxin receptor RXFP1 | Q9HBX9 | HEK293T-RXFP1 cAMP TR-FRET, 30 min; response scale: percent of porcine relaxin response, buffer zero | Potency, µM (top dose mostly 57.5 µM), without a hit: at the highest dose activation, usual class: activators | 370,000 tested, 0.3% active; also: potency is read from the fitted curve at half-maximal effect; % is scaled to controls: 0 for no effect and ±100 for the full control effect; nearly all actives have a fitted effect of over 60% in size; many of its hits are not listed in these tables
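HEK293 cells stably expressing RXFP1, treated 30 min at 37C with compounds plus PDE4 inhibitor Ro 20174; cAMP measured by HTRF TR-FRET. Normalized to buffer and 29 nM porcine relaxin; EC50 by Hill fit.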
Vif-A3G inh: inhibitors of Vif-APOBEC3G interaction; HeLa A3G-eYFP + Vif (tagged APOBEC3G with the HIV-1 protein that degrades it), YFP fluorescence, overnight; Potency, µM (highest dose often 46.1 µM), without a hit: at the top dose activity, negative = active, most hits filed as inhibitors; 410,000 tested, 0.076% active; AID 602310;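 also: potency is read from the fitted curve at half-maximal effect; % is scaled to controls: 0 for no effect and ±100 for the full control effect; nearly all actives have a fitted effect of over 60% in size; hits raise eYFP signal because A3G escapes Vif-driven loss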
Target sequence (Q9HC16 whole entry, looked up): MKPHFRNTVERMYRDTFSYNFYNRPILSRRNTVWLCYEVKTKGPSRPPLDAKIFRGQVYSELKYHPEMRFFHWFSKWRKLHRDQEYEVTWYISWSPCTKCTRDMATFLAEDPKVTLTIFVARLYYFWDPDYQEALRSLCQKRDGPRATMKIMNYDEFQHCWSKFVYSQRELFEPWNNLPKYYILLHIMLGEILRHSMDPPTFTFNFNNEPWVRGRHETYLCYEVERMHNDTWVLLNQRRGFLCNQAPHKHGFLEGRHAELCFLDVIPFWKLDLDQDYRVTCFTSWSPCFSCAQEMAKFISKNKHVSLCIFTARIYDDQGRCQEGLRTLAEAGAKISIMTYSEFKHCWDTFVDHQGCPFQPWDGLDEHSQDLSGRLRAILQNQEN
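HeLa cells stably expressing Vif and C-terminally eYFP-tagged A3G, seeded overnight at 37 deg C, then exposed to compound by pintool overnight at 37 deg C. Rise in yellow fluorescence (Ex 488/Em 500-530, Acumen) marks blocked Vif-driven A3G degradation.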
* = called active by the depositor; u = inconclusive; x = not tested or not shown. Unless noted, calls follow the shape of the dose curve; as a rule, active = well fitted curve in the direction sought with a large enough effect; inconclusive = small, poorly fitted or top-dose-only effect, or another doubt; inactive = no such curve, though single readings can be large; an effect the other way counts as inactive or inconclusive. Some of the compounds tested; rates above refer to the full screens.

Below each compound: RXFP1 ag	D2 PAM	D1 PAM	RXFP1 antag	Glioma ERSR ind	D1 antagonist	Vif-APOBEC3F blk	D1 ag	Vif-A3G inh
1: COc1ccc(S(=O)(=O)N2CCc3ccccc32)cc1C(=O)O
 : -0.7%	3.0	-14.0	4.0	-4.1%	4.5	-0.6%	1.7	0.0%
2: CCOC(=O)/C(C#N)=C/c1c(N2CCN(CC)CC2)nc2c(C)cccn2c1=O
 : u	-1.3	2.5	6.4	3.6%	-4.6	0.6%	-0.1	1.6%
3: COc1ccc(-c2cn3c(n2)sc2cc(C(=O)NCCc4ccc(OC)cc4OC)ccc23)cc1
 : 6.5%	9.3	-1.0	-2.5	-1.3%	8.6	-0.4%	-0.5	-7.3%
4: O=C(Nc1cccc([N+](=O)[O-])c1)C1CCN(C(=O)Cc2ccccc2)CC1
 : 0.0%	3.3	-2.5	-3.8	-5.1%	-30.3*	3.2%	6.8	0.1%
5: COc1ccc(C2CC(c3cccs3)=NN2c2nc(-c3ccccc3)cs2)cc1OC (stereo not drawn)
 : 5.1%	-3.0	-4.2	-19.4	1.2%	-4.4	2.0%	4.3	0.3%
6: O=C(Nc1ccc(Nc2ccccc2)cc1)c1c(F)c(F)c(F)c(F)c1F
 : 0.0%	-2.1	-12.0	u	-1.3%	-30.6*	6.6%	8.5	-10.3%
7: O=C1CCCC2=C1C1(CCCCC1)N=C(Nc1nc3ccccc3o1)N2
 : -1.8%	1.1	-5.3	5.9	-4.8%	-4.0	-7.7%	2.6	2.8%
8: O=C(COC(=O)c1cc2ccccc2oc1=O)Nc1cccc(Br)c1
 : -0.9%	2.5	-2.5	5.4	-0.6%	13.8	u	1.1	1.3%
9: O=C(NNC(=O)C1CCN(S(=O)(=O)c2ccc(Cl)cc2)CC1)c1ccc(Cl)cc1
 : 0.5%	x	x	-8.5	-5.0%	x	-2.7%	x	1.5%
10: Cc1ccc(C)c(N2CCN(C(=O)CCS(=O)(=O)c3cccc4nonc34)CC2)c1
 : 2.4%	7.4	-5.1	-1.5	2.0%	-27.2	-4.5%	3.9	-1.0%
11: COC(=O)CSc1nc(N2CCOCC2)c2c(c1C#N)CC(C)(C)N(C)C2
 : 2.2%	9.6	-4.3	-8.9	-4.0%	-1.0	-12.5%	2.0	0.9%
12: CSC(=S)N/N=C(\C)c1ccccc1
 : 3.3%	x	-3.1	-3.8	-3.5%	-13.0	u	1.6	4.0%
13: O=C(Nc1nccs1)c1ccc(S(=O)(=O)N2CCOCC2)cc1
 : 0.6%	3.5	-4.8	-14.6	5.1%	-14.2	-0.5%	3.3	-6.1%
14: O=C(CSc1n[nH]c(-c2ccncc2)n1)c1cccc([N+](=O)[O-])c1
 : 2.3%	3.3	-4.0	-0.8	0.2%	-4.0	19.4%	1.3	0.7%
15: Cc1cc(Nc2cccc(Cl)c2)nc(-c2ccccc2O)n1
 : 5.0%	10.2	-9.1	22.4	u	-16.5	11.8%	3.9	-4.4%

Below each compound: RXFP1 ag	D2 PAM	D1 PAM	RXFP1 antag	Glioma ERSR ind	D1 antagonist	Vif-APOBEC3F blk	D1 ag	Vif-A3G inh
16: O=C(OCc1c(F)cccc1Cl)c1cccnc1Cl
 : 3.0%	15.7	-4.6	15.4	-1.6%	-23.0	6.7%	4.3	-5.2%
17: Cc1ccc(NC(=O)CSc2nnc(-c3ccoc3C)n2CCCN(C)C)cc1Cl
 : 2.8%	-3.9	3.8	-4.3	-6.1%	-7.0	0.5%	0.6	-2.7%
18: O=C(COc1ccccc1)NC1CCCc2ccccc21 (stereo not drawn)
 : 7.0%	-8.7	8.8	-10.4	-4.2%	-6.7	-5.5%	1.9	3.5%
19: COc1ccccc1OCc1nc(Cc2ccc(Cl)cc2)no1
 : 1.2%	-9.2	-6.3	-0.3	-1.3%	0.5	-4.5%	2.8	-3.3%
20: O=C(OCCc1ccccc1)c1cc(O)c(O)c(O)c1
 : -0.9%	8.4	-6.1	x	3.6%	-2.9	-2.1%	-0.1	-1.2%
21: O=C(COC(=O)C12CC3CC(CC(Cl)(C3)C1)C2)Nc1ccc2[nH]c(=O)[nH]c2c1
 : 1.7%	3.7	-1.2	-4.2	-6.5%	11.7	4.8%	-0.2	4.2%
22: COc1ccc(NC(=O)CSc2nc3c(cc2C#N)CN(C)CC3)cc1
 : 1.6%	-21.0	-6.9	6.1	-2.7%	-5.8	-2.6%	0.9	1.0%
23: CCC(=O)Nc1ccc(C(=O)n2ccc(C)n2)cc1
 : 2.9%	0.5	-0.5	-3.8	-3.4%	0.7	3.4%	3.9	-2.9%
24: CCc1ccc(OCC(O)Cn2c(N3CCCCC3)nc3c2c(=O)[nH]c(=O)n3C)cc1 (stereo not drawn)
 : -1.0%	-7.8	-6.3	-3.9	-3.6%	7.6	0.9%	-0.3	2.4%
25: O=C(COC(=O)c1cnccn1)Nc1ccccc1-c1ccccc1
 : 2.4%	-16.3	x	0.4	-2.0%	-18.4	4.3%	2.6	-1.2%
26: CCc1ccccc1NC(=O)CSc1nc2n[nH]c(C)c2c(=N)n1-c1ccc(OC)cc1
 : 1.9%	9.1	-5.0	0.2	-4.6%	-8.4	0.0%	3.3	-13.4%
27: CC1CCCN(c2nc3nonc3nc2N2CCCC(C)C2)C1 (stereo not drawn)
 : -1.2%	x	5.8	-9.9	-2.2%	3.6	1.1%	3.6	-0.6%
28: CC(C)(C)c1ccc(/C=C2\Oc3cc(OC(=O)N4CCOCC4)ccc3C2=O)cc1
 : 0.1%	-0.8	-2.3	-11.2	1.8%	12.6	-17.1%	1.0	-9.5%
29: O=C(CN(C(=O)c1csnn1)c1cccc2ccccc12)NCc1ccccc1
 : 1.1%	0.8	x	0.9	0.9%	-10.7	-9.5%	3.6	0.1%
30: Cc1ccc(C(=O)N2CCN(Cc3ccccc3)CC2)cc1S(=O)(=O)N1CCOCC1
 : -0.1%	10.8	-0.2	1.7	-4.3%	3.8	3.3%	2.5	-0.6%

Below each compound: RXFP1 ag	D2 PAM	D1 PAM	RXFP1 antag	Glioma ERSR ind	D1 antagonist	Vif-APOBEC3F blk	D1 ag	Vif-A3G inh
31: COc1ccccc1NC(=O)C(C)OC(=O)CC1CCCCC1 (stereo not drawn)
 : -2.8%	2.4	2.0	-12.5	-6.0%	-11.0	0.7%	5.5	-7.6%
32: Cc1nc(-c2ccc(C(=O)N3CCOCC3)cc2)cs1
 : -0.6%	4.1	-1.6	-4.8	-0.8%	-23.3	-0.9%	2.6	1.5%
33: Cc1ccc2c(c1)N(CC(=O)NCC1CCCO1)C(=O)CO2 (stereo not drawn)
 : 2.4%	3.2	-11.6	-8.8	-4.0%	-13.8	-3.5%	1.1	-6.1%
34: Cc1ccc(NC(=S)Nn2cnnc2)c(C)c1
 : 1.3%	1.4	-3.8	x	x	-0.1	x	0.7	x
35: Oc1ccc(-n2nnnc2SCc2c(F)cccc2Cl)cc1
 : -0.3%	0.5	-10.6	-2.7	-2.7%	-17.7	1.2%	10.8	-21.4%
36: O=C1[C@@H]2Cc3c([nH]c4ccccc34)CN2C(=O)CN1CCO
 : -0.6%	0.5	-5.3	1.9	-3.5%	28.3	3.6%	3.4	0.3%
37: Cc1cc(SC#N)cc(C)c1NC(=O)CCl
 : -1.0%	14.8	0.5	-14.1	-15.1%	-12.9	-1.3%	2.3	-21.6%
38: CCC1CCCCN1Cc1nc2ccccc2c(=O)n1CC(C)=O (stereo not drawn)
 : -0.2%	7.1	-0.8	-2.2	-2.1%	-1.7	-3.3%	1.9	2.4%
39: O=C(O)c1ccc(NS(=O)(=O)c2cc(Cl)ccc2Cl)cc1
 : -0.7%	2.3	-3.8	0.3	1.8%	-0.3	0.0%	0.7	-0.1%
40: CNC(=S)SCCOc1ccccc1
 : 4.2%	2.1	-1.9	-10.4	5.2%	-20.1	-17.5%	3.9	0.7%
41: CC1CCC(NC(=O)C2CCN(S(=O)(=O)c3cccc4nonc34)CC2)CC1 (stereo not drawn)
 : 1.5%	x	-1.4	-6.7	-0.6%	-1.6	9.0%	-2.7	-4.3%
42: Cn1cnc2c(=O)oc3ccc(S(=O)(=O)N4CCN(c5ccccc5)CC4)cc3c21
 : 7.2%	-12.9	6.6	-14.9	-2.1%	0.6	1.4%	7.4	2.6%
43: O=CN1CCN(c2c([N+](=O)[O-])c(=O)oc3ccccc23)CC1
 : 7.0%	-5.8	-5.8	8.2	-3.8%	3.1	-2.2%	0.4	2.9%
44: CCOc1ccc(C(=O)Nc2nc(C)cc(C)n2)cc1[N+](=O)[O-]
 : -1.4%	-21.1	-2.9	0.3	-2.2%	9.5	2.0%	-0.4	0.3%
45: COc1ccc(Nc2nc(N)nc(CN3CCC(Cc4ccccc4)CC3)n2)cc1
 : 0.2%	-19.0	-5.2	-39.2	-2.2%	-4.4	5.3%	6.8	3.9%

Below each compound: RXFP1 ag	D2 PAM	D1 PAM	RXFP1 antag	Glioma ERSR ind	D1 antagonist	Vif-APOBEC3F blk	D1 ag	Vif-A3G inh
46: Cc1ccc(NC2=C/C(=N\S(=O)(=O)c3cccs3)c3ccccc3C2=O)c(C)c1
 : -1.4%	3.9	1.1	-11.9	-12.1%	17.0	-3.5%	-0.7	-1.5%
47: O=C1NC(=S)NC1=Cc1ccc2c(c1)CCC2
 : x	x	x	-25.5	2.3%	x	1.6%	x	-6.7%
48: CCn1c(NCc2cc(OC)ccc2OC)nc2ccccc21
 : -0.4%	-20.5	0.2	1.5	-2.8%	1.1	-7.2%	3.7	-3.4%
49: O=C(C1CCN(S(=O)(=O)c2ccc(Cl)cc2)CC1)N1CCCCCCC1
 : -1.1%	-1.7	-3.4	-11.0	-2.2%	2.2	-19.0%	6.1	0.8%
50: CC(C)COc1ccc(C(=O)Nc2ccccc2[N+](=O)[O-])cc1
 : 0.5%	-2.0	1.4	x	1.5%	17.2	-14.8%	2.8	u
51: CC(C)(C)c1cc(NC(=O)Nc2ccc(Cl)cc2Cl)no1
 : 0.7%	x	0.8	-28.4	2.8%	9.8	3.3%	4.5	-14.8%
52: COc1ccc(NS(=O)(=O)c2cc(NC(=O)C(CC(C)C)NC(N)=O)ccc2N2CCOCC2)cc1 (stereo not drawn)
 : x	x	x	-3.8	-4.8%	x	2.7%	x	5.1%
53: COc1cccc(NC(=O)C2CCC(CNS(=O)(=O)c3cccc4cccnc34)CC2)c1 (stereo not drawn)
 : 5.1%	11.2	-1.4	-3.9	-4.8%	3.7	-0.6%	3.0	0.8%
